From PubChem
INS-1E GSIS act – primary screen for activators of insulin secretion dependent on glucose, INS-1E cells, GLuc reporter luminescence; activation, % at 16.6 µM; 370,000 tested, 0.61% active; INS-1E GLuc reporter insulin secretion, 2-3 h;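 active = lowest replicate activation of at least 40%, so every replicate reaches that level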;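 note: 0% = median of neutral control wells and 100% = median of IBMX positive control wells; some compounds called inactive have numbers as strong as hits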
Xi reactivation – activators of X-chromosome reactivation in mouse fibroblasts | AID 743238 | XiGFP mouse fibroblasts, % GFP-positive cells imaging, 3 d; cells co-treated with 5-aza-dC sensitizer; scaled so ellipticine positive control = 100% | activation, % at 7.58 µM | 360,000 tested, 0.055% active;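 active = mean normalized replicate activation at least 10% and every replicate at or above 10%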;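 note: 0% = median of on-plate neutral control wells and 100% = ellipticine 6 µM median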
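Material: XiGFP fibroblasts, SV40-immortalized. Buffer or medium: DMEM plus 5-aza-dC sensitizer. Compound: single concentration per compound, delivered by pin transfer. Times: 3 days compound exposure. Controls: ellipticine 6 µM.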
esBAF inh – inhibitors of esBAF chromatin remodeling in mouse ES cells | Bmi1-luciferase knock-in reporter, 24 h; 100% = twice the neutral-well signal | reporter increase, % at 12.5 µM | 350,000 tested, 2% active | AID 602393; in the data active = activation above about 40%;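 note: 0% = median of the plate's neutral control wells and 100% = double that signal; a rise in the Bmi1 reporter signal indicates esBAF inhibition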
ERAP1 HTS inh – ERAP1 (human) enzyme inhibition | Q9NZ08 | recombinant ERAP1, Leu-AMC fluorescence, 60 min | inhibition, % at 10.7 µM | 340,000 tested, 0.15% active | AID 652197;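 active = mean replicate inhibition of at least 30%, or all replicates individually reaching that 30% level; inactive = mean below 30% and not every replicate reaching it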;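 note: 0% = neutral control wells and 100% = L-leucinethiol positive control wells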
RAD52 anneal inh – blocks human RAD52 DNA annealing; P43351; recombinant RAD52 DNA annealing, FRET fluorescence; 360,000 tested, 0.46% active; inhibition, % at 18.7 µM; AID 651710;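 active = every replicate showing at least 50% inhibition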
ARNT TACC3 PPI – disruptors of human ARNT/TACC3 interaction; AlphaScreen His-ARNT PAS-B/GST-TACC3 binding, luminescence; TACC3 fragment carries E629A point mutation; Q9Y6A5; 390,000 tested, 0.66% active; inhibition, % at 9.99 µM;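 active = mean inhibition of replicates at least 50% and at least half of replicates each reaching 50%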;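 note: 0% = complete ARNT plus TACC3 wells and 100% = ARNT alone without TACC3; many hits fall short of the cut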
CFTR F508del cor – CFTR F508del correction in bronchial cells; activity (quench increase), % at 7.58 µM; 350,000 tested, 0.36% active; AID 720511; CFBE cells, YFP halide quenching; stimulated with forskolin plus potentiator P3; % fluorescence drop versus neutral controls;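 active = mean added fluorescence quench of at least 8% versus neutral control, with both replicates also reaching 8%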;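 note: cells transiently co-express mutant CFTR-F508del with the halide-sensitive YFP; corrector assay measuring rescue of mutant channel to the surface after 24 h compound exposure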
RAD54 inh – blocks human RAD54 Holliday junction branch migration | Q92698 | FAM/BHQ fluorescence | inhibition, % at 10.4 µM | 360,000 tested, 0.14% active | AID 602329;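 active = mean normalized replicate activity at least 40 and at least half of replicates scoring 40 or more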;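 note: 0% = median of neutral control wells and 100% = median of positive control wells; inhibitors cause a drop in the FAM fluorescence signal; in these data hits start at about 50%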
Target sequence (Q92698 whole entry, looked up): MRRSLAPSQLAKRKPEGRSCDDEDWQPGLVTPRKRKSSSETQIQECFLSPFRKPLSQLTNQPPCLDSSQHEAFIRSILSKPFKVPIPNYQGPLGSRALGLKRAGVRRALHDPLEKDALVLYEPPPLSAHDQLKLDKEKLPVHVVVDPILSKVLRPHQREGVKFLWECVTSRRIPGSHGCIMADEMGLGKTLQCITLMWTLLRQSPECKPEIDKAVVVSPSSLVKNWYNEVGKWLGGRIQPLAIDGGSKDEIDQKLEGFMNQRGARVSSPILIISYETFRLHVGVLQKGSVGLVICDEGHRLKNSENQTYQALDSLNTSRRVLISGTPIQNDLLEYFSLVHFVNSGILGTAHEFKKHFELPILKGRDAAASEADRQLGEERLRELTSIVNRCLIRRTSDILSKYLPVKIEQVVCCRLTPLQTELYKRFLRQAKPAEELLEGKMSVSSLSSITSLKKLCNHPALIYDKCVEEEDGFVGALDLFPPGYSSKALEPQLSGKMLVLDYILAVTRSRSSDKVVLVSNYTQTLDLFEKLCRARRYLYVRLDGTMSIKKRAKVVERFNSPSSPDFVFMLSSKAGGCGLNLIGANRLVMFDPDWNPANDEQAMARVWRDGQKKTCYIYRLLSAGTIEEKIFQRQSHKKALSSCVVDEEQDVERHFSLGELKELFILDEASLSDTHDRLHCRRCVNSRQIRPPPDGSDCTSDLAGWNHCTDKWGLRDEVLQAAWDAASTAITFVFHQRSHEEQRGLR
* = called active by the depositor; / = no result given. Not all compounds are listed (hit frequency here may not be typical).

SMILES	INS-1E GSIS act	Xi reactivation	esBAF inh	ERAP1 HTS inh	RAD52 anneal inh	ARNT TACC3 PPI	CFTR F508del cor	RAD54 inh
C[C@]12CCC3C(CC[C@H]4C[C@H](OC(=O)c5cccnc5)CC[C@]34C)C1CCC2=O (some centres undefined)	/	0.3	/	-0.3	-28.2	6.0	-0.5	/
C[C@]12CC[C@@H]3c4ccc(O)c(O)c4CC[C@H]3[C@@H]1CC[C@@H]2O	/	-0.2	-7.3	13.3	-2.6	-2.2	-2.1	-3.9
O=P1(Oc2ccccc2)C[C@@H](O)[C@@H](O)[C@H](COCc2ccccc2)O1 (some centres undefined)	11.4	0.0	-0.2	-0.1	-17.1	-2.6	-1.1	7.4
CC(C)(C)n1nnnc1C(c1cccc2ccccc12)N1CCC2(CC1)C(=O)NCN2c1ccccc1 (centres undefined)	12.8	-0.1	3.7	/	-15.0	/	-1.8	-15.3
O=C(NCCN1CCC2(CC1)C(=O)NCN2c1ccccc1)c1cccc2c1-c1ccccc1C2=O	26.0	0.1	/	2.1	-12.5	/	-1.8	/
CCCn1ncc(CN2CCCC(C(=O)c3cccc(OC)c3)C2)c1C (centres undefined)	-13.4	0.1	/	-2.3	-17.7	3.5	2.7	/
C/C=C/CC1(CC)C(=O)NC(=S)NC1=O	3.1	0.4	-3.1	1.3	-8.7	-5.1	-4.1	3.1
N#CCCn1cc(C(=O)NCc2ccccc2)c(-c2ccc3c(c2)OCCO3)n1	7.1	0.0	-7.9	-0.2	-14.6	-1.3	-0.2	-1.2
CC=Cc1ccc2n(c1=O)C[C@H]1[C@H](CO)[C@@H](C(=O)OC)[C@@H]2N1C(=O)CC (mixture of isomers)	29.2	0.0	-2.7	-3.7	-8.1	4.8	/	6.4
COC(=O)C1=C(c2ccc(OC)c(OC)c2)C[C@@H]2CC[C@H]1N2C(=O)N1CCOCC1	9.0	0.2	11.1	/	0.7	-2.6	-1.1	3.8
COc1cccc(CN2CCN(C(=O)COc3ccc4ccccc4c3)CC2)c1	-34.6	/	3.3	/	/	-9.0	/	6.5
FC(F)(F)c1ccc(CNCCc2c[nH]c3ccccc23)cc1	/	0.1	2.0	3.2	-15.2	-1.4	1.6	0.8
N#CC[N+]1(CCCNP2(=O)C=C(c3ccccc3)OC(c3ccccc3)=C2)CCOCC1	9.6	-0.3	/	-0.8	18.9	/	-4.5	/
COC(=O)C1=C(c2c(C)noc2C)C[C@@H]2CC[C@H]1N2C(=O)NCc1ccc(F)cc1	0.7	0.0	-0.5	/	-17.6	-4.4	-1.4	-3.0
O=Cc1cn(Cc2ccc(F)cc2Cl)c2ccccc12	-14.8	0.1	/	1.6	-9.3	0.0	-4.2	6.3
O=C(/C=C/c1ccc(Br)cc1)NC(=S)N1C[C@H]2C[C@H](C1)c1cccc(=O)n1C2	-1.1	/	-1.6	1.5	-10.9	-2.8	0.0	-5.5
Cc1cc(C=O)c(C)n1C(C)C	11.2	0.0	/	4.3	-8.8	2.3	-2.4	/
COc1c(C)cc(C(=O)C2CCCN(Cc3cnc(C)s3)C2)cc1C (centres undefined)	2.7	0.0	/	-2.4	3.3	-4.7	3.6	/
CC(=NCc1ccco1)c1c(O)n(-c2ccccc2C)c(=O)[nH]c1=O	0.9	0.2	/	-0.6	-4.2	-9.2	1.4	/
CNS(=O)(=O)c1ccc(-c2ccc(C=C3C(=O)NC(=O)NC3=O)o2)cc1	3.4	0.2	5.4	0.1	-394.7	2.1	4.9	0.9
N#Cc1cccc(-c2ccc([C@H]3[C@@H](CO)N4CCCCN(C(=O)Cc5cccnc5)C[C@@H]34)cc2)c1	8.0	0.3	0.1	-1.7	-17.0	6.9	-1.3	5.8
O=C(c1ccc2c3c(cccc13)CC2)C1CCCN(CC2CC2)C1 (centres undefined)	3.5	0.0	-4.2	-3.2	0.6	7.0	1.5	37.2
Cc1ccc(S(=O)(=O)N(C)N=O)cc1	/	0.1	-1.7	-1.3	1.5	-1.4	-1.9	-3.1
Nc1c2c(nc3sc4c(c13)CCCC4)CCCC2	-2.7	0.0	19.1	4.8	-2.3	/	/	-4.2
c1ccc(C2NCc3ccccc3-n3cccc32)cc1 (centres undefined)	12.4	0.0	-6.3	-1.4	0.0	4.4	-1.1	-4.9
COc1ccccc1CCNC1CCC(C(C)(C)C)CC1 (centres undefined)	-34.7	/	-18.3	0.2	11.0	-1.7	3.1	4.6
CCCCC(=O)N/N=C/c1c(O)n(CC)c(=S)n(CC)c1=O	-13.8	0.2	-6.3	0.4	-151.6	/	/	-27.3
CC(=O)Nc1ccccc1C(=O)OCC(=O)c1ccc2c(c1)OCCO2	9.2	0.3	/	/	/	-2.0	2.0	/
CC/C(=N\NC(=S)Nc1ccccc1)c1c(O)[nH]c(=O)[nH]c1=O	29.7	-0.1	/	8.6	-9.4	6.5	1.2	-9.3
O=[N+]([O-])/C=C1/NCCN1Cc1ccc(Cl)nc1	1.9	0.0	0.4	7.1	-8.2	-41.0	-0.2	/
CCCCCSc1cc(O)c(C(CNC)C(C)C)cc1OC (centres undefined)	-8.5	0.0	2.8	0.7	8.3	-0.8	/	-2.1
O=C1NC(=O)C(=Cc2ccsc2)C(=O)N1	-0.4	0.0	-2.9	0.5	-47.7	-5.5	-0.2	-2.5
O=C(NN=Cc1ccc(N(CCCl)CCCl)cc1)c1cccc([N+](=O)[O-])c1	-0.7	0.2	/	0.3	3.7	-10.1	5.4	/
COc1cc2c(c(OC)c1OC)-c1ccc(O)cc1C(NC(C)=O)CC2 (centres undefined)	-19.0	0.2	/	-2.0	-9.7	-4.8	-2.6	0.4
CCOP(=S)(OCC)SCOC(=O)NCC(=O)OC	-6.3	/	-2.9	/	/	-2.6	/	-14.4
CCCCCn1c(=O)c(C(=O)NCc2ccccc2Cl)c(O)c2ccccc21	-1.2	0.1	-16.3	-2.6	-16.4	/	-1.3	-3.3
CCCC(=O)c1ccc(CP(=O)(OCC)OCC)o1	-0.2	-0.1	/	-1.3	-6.5	4.0	-0.3	-5.2
CC(C(=O)c1ccc(Cl)cc1Cl)n1cncn1 (centres undefined)	-14.7	0.0	3.9	2.6	-10.5	-5.2	-1.6	-0.2
C=CCc1ccc(OC)cc1	8.8	/	-4.2	-1.5	-0.6	-5.1	-1.5	-1.2
O=C(O)[C@@H]1[C@@H](CO)[C@@H]2Cn3c(ccc(-c4ccccc4F)c3=O)[C@H]1N2C(=O)c1cccnc1	12.2	0.1	-5.0	-2.2	-7.2	8.6	/	-3.8

The last 4 compounds of the section above open the next one:
SMILES	INS-1E GSIS act	Xi reactivation	esBAF inh	ERAP1 HTS inh	RAD52 anneal inh	ARNT TACC3 PPI	CFTR F508del cor	RAD54 inh
CCCC(=O)c1ccc(CP(=O)(OCC)OCC)o1	-0.2	-0.1	/	-1.3	-6.5	4.0	-0.3	-5.2
CC(C(=O)c1ccc(Cl)cc1Cl)n1cncn1 (centres undefined)	-14.7	0.0	3.9	2.6	-10.5	-5.2	-1.6	-0.2
C=CCc1ccc(OC)cc1	8.8	/	-4.2	-1.5	-0.6	-5.1	-1.5	-1.2
O=C(O)[C@@H]1[C@@H](CO)[C@@H]2Cn3c(ccc(-c4ccccc4F)c3=O)[C@H]1N2C(=O)c1cccnc1	12.2	0.1	-5.0	-2.2	-7.2	8.6	/	-3.8
CCN1C[C@@]2(COC)C3[C@@H](OC)[C@H]4[C@@H]1[C@@]3(C1C[C@H]3[C@H](O)C1[C@]4(O)C[C@H]3OC)[C@@H](OC)C[C@H]2O (some centres undefined)	-0.2	/	-9.7	-0.9	-5.2	-16.6	-1.6	-4.6
O=C(Cc1ccccn1)N1CCCCN2[C@H](CO)[C@H](c3ccc(-c4ccccc4F)cc3)[C@@H]2C1	-0.4	0.1	8.6	1.7	5.0	7.6	-3.0	6.2
CNP1(NC)=NC(C(F)(F)F)=NC(C(F)(F)F)=N1	2.6	/	/	6.8	9.2	-4.5	-1.8	/
C/C(=C/C=C/[C@@H](C)C(=O)O)[C@H]1CN[C@H](C(=O)O)[C@H]1CC(=O)O	-7.2	/	3.7	3.2	-46.0	6.3	-2.6	5.8
O=C(Cc1ccncc1)N1CCCCN2[C@@H](CO)[C@@H](c3ccc(C#CC4(O)CCCC4)cc3)[C@@H]2C1	18.1	0.2	/	2.0	-3.0	9.6	1.0	7.6
COc1ccc(NC2=NCC(C)S2)cc1 (centres undefined)	3.0	0.0	2.2	0.3	-12.0	9.5	2.6	-18.0
CN(C)CCCNCC(=O)Nc1ccc(Cl)cc1C(=O)c1ccccc1	-4.0	0.1	/	1.9	4.0	/	-0.4	/
CC1COC2N=C(N[N+](=O)[O-])NC2O1 (centres undefined)	3.6	0.0	-1.7	1.8	-11.3	-2.8	-3.8	/
CC(C)c1cc(Br)c(NC(=O)Nc2cccnc2)c(Br)c1	114.5*	0.3	0.0	-1.8	-9.2	-0.2	1.5	-5.3
CCC(C)C1NC(=O)C(C(C)=O)=C1O (centres undefined)	/	/	2.0	-0.6	-11.0	-2.2	3.4	3.7
O=c1cccc2n1CC1CNC[C@H]2C1	/	0.0	-4.3	-3.3	-4.6	-5.0	0.9	-14.1
COC(=O)[C@H]1[C@H](CO)[C@H]2Cn3c(ccc(C4=CCCCC4)c3=O)[C@@H]1N2Cc1ccccc1OC	4.6	0.1	/	1.8	-9.9	/	2.1	/
CC(=O)OC1CCC2(C)C(=CC(=O)C3C2CCC2(C)C(OC(C)=O)CCC32)C1 (centres undefined)	/	0.0	/	-0.2	-4.4	-8.0	4.4	/
O=S(=O)(c1ccc(O)cc1)c1ccc(O)cc1	17.4	0.2	-3.4	-2.7	-6.6	-9.8	0.8	-1.8
COc1cc(CCN)c(OC)cc1C	0.9	/	/	-6.1	-0.1	/	0.6	/
C#CCCC[C@@H]1OC(=O)CNC(=O)C([C@@H](C)CC)NC(=O)[C@@H]2CCCN2C(=O)C([C@@H](C)CC)OC(=O)[C@H](Cc2ccccc2)N(C)C(=O)[C@H](C(C)C)NC(=O)C1(C)C (some centres undefined)	-23.1	0.0	2.5	/	-5.1	/	-3.8	4.1
COC(=O)C1=C(c2ccccc2)C[C@@H]2CC[C@H]1N2C(=O)NC1CCCCC1	/	0.1	-6.2	2.6	15.5	/	-0.4	1.7
N#Cc1cccc(-c2ccc([C@H]3[C@@H](CO)N4CCCCN(C(=O)Cc5ccccc5)C[C@@H]34)cc2)c1	-8.3	0.2	/	-1.7	-42.3	1.8	-5.8	-3.0
C=CCC1C(=O)NC(=S)NC1=O	2.5	0.1	5.3	0.2	-19.6	-22.3	-2.6	/
Nc1ccc(C2(c3ccc(N)cc3)c3ccccc3-c3ccccc32)cc1	3.7	0.1	/	3.5	-18.4	/	-0.6	/
CC1(O)CCN2C(=O)CCc3cccc1c32 (centres undefined)	3.4	0.3	-12.6	0.6	-9.2	1.0	0.4	-7.7
O=C(Cc1cccc(C(F)(F)F)c1)N1CCN(CC(=O)N2CCCC2)CC1	/	0.2	2.4	-2.4	-18.8	/	-2.7	-15.8
O=C(NN=Cc1ccc(N(CCCl)CCCl)cc1)c1cccnc1	-0.6	0.4	2.2	0.9	-20.6	-29.4	5.8	-12.5
Cn1c(=O)c2c(nc(N/N=C/c3c(O)n(C4CCCCC4)c(=S)[nH]c3=O)n2C)n(C)c1=O	-6.2	0.2	-4.9	/	-32.0	52.4*	5.1	/
CCOC(=O)C(O)(c1ccc(N(CC)S(=O)(=O)c2ccccc2)cc1)C(F)(F)F (centres undefined)	-18.7	/	-3.6	/	/	-6.5	/	-12.1
